TEAD-YAP block = TEAD-YAP interaction inhibition; 640,000 tested, 1.4% active; AID 1259422; inhibition, % at 9.12 µM; HEK-TIYL cells, TEAD-Gal4/YAP UAS-luciferase luminescence; in the data active = inhibition above about 32%;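 note: 0% = median of test compound wells and 100% = reference inhibitor wells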
MITF inh = human MITF inhibition, primary screen; inhibition, % at 2.6 µM; O75030; AID 1259374; 650,000 tested, 0.91% active; AlphaScreen MITF homodimerization, bead proximity signal; in the data active = inhibition above about 50%;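 note: 0% = vehicle wells with protein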
Target sequence (O75030 whole entry, looked up): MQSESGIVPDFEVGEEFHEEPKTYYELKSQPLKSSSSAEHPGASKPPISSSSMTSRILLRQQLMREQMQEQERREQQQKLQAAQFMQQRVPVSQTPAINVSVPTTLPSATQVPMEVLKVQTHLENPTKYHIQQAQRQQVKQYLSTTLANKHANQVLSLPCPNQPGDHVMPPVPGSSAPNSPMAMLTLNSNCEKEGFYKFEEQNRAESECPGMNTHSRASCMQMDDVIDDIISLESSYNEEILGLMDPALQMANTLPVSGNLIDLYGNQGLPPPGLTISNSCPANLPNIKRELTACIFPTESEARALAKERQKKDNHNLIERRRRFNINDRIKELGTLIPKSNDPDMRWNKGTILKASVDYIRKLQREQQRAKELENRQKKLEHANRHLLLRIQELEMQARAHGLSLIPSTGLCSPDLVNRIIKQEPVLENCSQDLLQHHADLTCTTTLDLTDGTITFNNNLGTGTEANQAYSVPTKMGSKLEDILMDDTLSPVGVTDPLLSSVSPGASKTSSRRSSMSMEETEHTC
FBW7 activator = activators of human E3 ligase FBW7; Q969H0; AlphaScreen FBW7–phospho-cyclin E peptide binding, activator screen; normalized activity (activation), % at 26.1 µM; 650,000 tested, 0.13% active; in the data active = normalized activity above about 1.9%;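 note: purified mutant Fbw7 with reduced substrate affinity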
GPR151 activ = human GPR151 activation | activation, % at 11.2 µM | Q8TDV0 | 650,000 tested, 1% active | AID 1508602 | PathHunter beta-arrestin GPR151 cells, luminescence; in the data active = activation above about 4.9%;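 note: 0% = median of compound wells and 100% = cells with positive control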
Target sequence (Q8TDV0 whole entry, looked up): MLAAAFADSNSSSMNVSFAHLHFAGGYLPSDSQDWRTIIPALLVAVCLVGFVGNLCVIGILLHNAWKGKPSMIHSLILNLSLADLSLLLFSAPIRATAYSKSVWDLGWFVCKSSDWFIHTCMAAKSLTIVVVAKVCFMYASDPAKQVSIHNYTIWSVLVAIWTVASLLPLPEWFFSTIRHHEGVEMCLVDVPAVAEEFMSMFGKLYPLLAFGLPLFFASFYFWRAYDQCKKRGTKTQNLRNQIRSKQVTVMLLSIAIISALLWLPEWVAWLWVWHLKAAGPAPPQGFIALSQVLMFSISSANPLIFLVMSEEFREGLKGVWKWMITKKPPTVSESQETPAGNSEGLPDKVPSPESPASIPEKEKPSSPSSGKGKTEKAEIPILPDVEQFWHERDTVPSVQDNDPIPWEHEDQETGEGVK
An asterisk follows results filed as active; · = no result given. This is a random part of the collection. About 3.4% of those tested had a hit in this group.

Structure | TEAD-YAP block | MITF inh | FBW7 activator | GPR151 activ
O=C(Nc1ccc(S(=O)(=O)Nc2cnc3ccccc3n2)cc1)c1ccc(Br)cc1 | 0 | -5 | 0.0 | 0.9
CCOC(=O)C1=C(C)N=c2s/c(=C\c3ccccc3OCc3ccccc3)c(=O)n2C1c1ccc2c(c1)OCO2 (stereo not given) | -5 | 11 | 0.0 | 0.7
Cc1ccc2oc(=O)c(/C=C(\O)c3sc(C)nc3C)nc2c1 | -24 | -13 | -0.1 | 2.5
CCNc1ccccc1C(=O)OCC(=O)c1ccc(C)cc1 | -14 | 0 | 0.4 | -1.5
CC(=O)c1nnn(-c2ccc(F)cc2)c1NCc1cccc(F)c1 | -6 | 2 | -0.1 | -0.2
COc1ccc(Cl)cc1S(=O)(=O)Nc1ccc2[nH]c(=O)[nH]c2c1 | 7 | 0 | 0.2 | 1.8
Cc1cc(C)c2c(=O)n(CC(=O)N3CCCC3)sc2n1 | -1 | 19 | 0.1 | 0.0
N#CCCN1CCC2(CC1)NC(=O)Cc1cc3ccccc3cc12 | 5 | 7 | -0.3 | 0.0
CCOC(=O)C1CCN(S(=O)(=O)c2ccc(OC)cc2)CC1 | 5 | 4 | 0.0 | 1.0
CCOc1ccc(CN2CCNC(=O)C2CC(=O)N(CC)Cc2ccncc2)cc1 (stereo not given) | 13 | 0 | -0.1 | -0.2
Cc1ccc2c(c1)CN(CCC(=O)NCC(C)(C)CO)CC(C)O2 (stereo not given) | 5 | 0 | 0.1 | 0.1
CCN(C(=O)Cn1ncc2c(=O)oc3ccccc3c21)c1cc(Cl)ccc1OC | 8 | 1 | 0.0 | 2.2
NS(=O)(=O)c1ccc(NC(=O)c2ccc(-c3ccccc3)cc2)cc1 | -8 | -5 | 0.1 | -0.7
CCC(C)(C)NS(=O)(=O)c1ccc2c(c1)C(C)(C)C(=O)N2C | 11 | -1 | 0.4 | 0.0
Cc1ccc(NC(=O)c2n[nH]c(=O)c3ccccc23)cc1S(=O)(=O)N1CCOCC1 | 10 | 5 | -0.1 | -1.2
CC(=O)N1C(C(=O)NCc2cccc(Br)c2)CSC12CCN(C)CC2 (stereo not given) | 8 | 2 | 0.2 | 0.5
CCOCC(=O)Nc1ccc(OC)cc1[N+](=O)[O-] | -5 | 13 | 0.6 | 0.0
Cc1cc(C)c(NC(=O)CSc2nnc(-c3ccccn3)n2-n2cccc2)c(C)c1 | 3 | 9 | -0.1 | -0.3
O=S(=O)(c1ccccc1)N1CCN=C1SCc1cccnc1 | -1 | -1 | -0.1 | -1.2
O=C(NCc1ccccc1)NC1(C(=O)NCc2ccco2)CCCCC1 | 4 | 7 | 0.0 | -1.0
O=C(CCl)NC1CCCc2ccccc21 (stereo not given) | 31 | 14 | 0.2 | -0.5
C=CCNC(=S)NC(=O)c1cccc(C)c1 | -10 | 14 | -0.1 | 0.6
COc1ccc(-n2c(CNC(=O)C34CC5CC(CC(C5)C3)C4)nnc2SC)cc1 | -2 | 16 | 0.2 | 1.9
C=CCc1cccc(/C=N\NC(=O)c2cccc3cc[nH]c23)c1O | 4 | 0 | 0.0 | -0.2
COCC(C)NC(=O)c1cnn2c(C(F)(F)F)cc(-c3ccccc3)nc12 (stereo not given) | -3 | 16 | 1.3 | -0.9
O=C1CCCC=C1C(O)COCc1ccccc1 (stereo not given) | · | 1 | -0.1 | 1.4
CC(C)c1cccc(C(C)C)c1NC(=O)C(C(C)C)N1C(=O)c2ccccc2C1=O (stereo not given) | 9 | 12 | 0.9 | 1.6
O=C(CSc1nc2ccsc2c(=O)n1Cc1ccccc1)NC1CCCC1 | -10 | 11 | 0.9 | 1.7
COc1cccc(-c2ccc(NC(=O)C3CCCN(CC(C)(C)CO)C3)cc2)c1 (stereo not given) | -3 | 7 | 0.0 | -1.7
COc1cccc2cc(C(=O)NNC(=O)c3ccncc3)c(=O)oc12 | -6 | -5 | -0.3 | 1.3

Given field by field: 2 of the compounds above.
COCC(C)NC(=O)c1cnn2c(C(F)(F)F)cc(-c3ccccc3)nc12 (stereo not given)
  TEAD-YAP block = -3 | MITF inh = 16 | FBW7 activator = 1.3 | GPR151 activ = -0.9
O=C1CCCC=C1C(O)COCc1ccccc1 (stereo not given)
  TEAD-YAP block = · | MITF inh = 1 | FBW7 activator = -0.1 | GPR151 activ = 1.4

(more compounds)
Structure | TEAD-YAP block | MITF inh | FBW7 activator | GPR151 activ
Cc1cc2c(cc1C)NC(c1ccsc1)C1=C(CC(C)(C)CC1=O)N2 (stereo not given) | 9 | 17 | 0.1 | 3.9
CC(C)N=C(NS(=O)(=O)c1ccc(F)cc1)c1ccccc1 | 2 | 8 | 0.2 | 0.3
CC1CN=C(NC(=S)Nc2ccccc2)S1 (stereo not given) | -65 | 2 | -0.2 | -1.2
COc1cc(C(C)=O)ccc1OCC(O)Cn1nc(C)cc1C (stereo not given) | -5 | 16 | 0.2 | -1.7
COc1ccc(C(=O)Cn2c(N3CCN(C)CC3)nc3c2c(=O)n(C)c(=O)n3C)cc1 | 2 | -5 | -0.1 | 0.9
O=C(CN(c1cc(C(F)(F)F)ccc1Cl)S(=O)(=O)c1ccccc1)NCc1cccnc1 | 4 | -8 | -0.1 | 0.1
CCN(C(=O)Cc1ccccc1)C1CCCCC1 | 0 | 28 | 1.1 | -0.4
O=C(Nc1ccc(F)c(F)c1)c1cc(S(=O)(=O)N2CCc3ccccc3C2)ccc1F | 12 | 18 | 0.3 | 1.8
O=C(CNC(=O)c1ccc(Oc2ccccc2)cc1)OC1CCCCC1=O (stereo not given) | -7 | 10 | 0.8 | -0.5
COc1ccc(C2NC(=O)NC(C)=C2C(=O)Nc2ccc(C)c(Cl)c2)cc1 (stereo not given) | 0 | 7 | 0.2 | -0.1
CCN1CCC(Oc2cc(C(=O)NC3CC3)ccc2OC)CC1 | -4 | 3 | -0.1 | -1.5
O=C(CSc1n[nH]c(Cc2ccccc2)n1)Nc1nccs1 | -1 | -2 | 0.1 | -0.1
CC(C)OP(=O)(OC(C)C)c1nn(-c2ccc([N+](=O)[O-])cc2)c(=N)s1 | 5 | 4 | -0.1 | -0.6
CC1CCCC(C)N1c1nnc(NC(=O)c2csc3c2CCCC3)s1 (stereo not given) | -15 | -10 | 0.1 | 5.8*
CCCOc1ccc(/C=N/N2CCOCC2)c(O)c1 | -24 | 20 | 1.6 | -1.1
O=C(NCc1noc2ccccc12)Nc1ccc(Cl)cc1 | -26 | -16 | 0.0 | -0.4
O=C(CN(Cc1cccnc1)C(=O)c1csnn1)NCCc1ccccc1 | 4 | 2 | 0.2 | 3.5
CCN(CC)C(=O)c1cc(S(=O)(=O)N2CCCCC2)c[nH]1 | -1 | 3 | -0.1 | -0.9
O=C(c1cc2cc([N+](=O)[O-])ccc2s1)N1CCCC1 | -10 | 14 | 0.6 | 2.0
O=C(CN1C(=O)CCSc2ccccc21)Nc1cccc([N+](=O)[O-])c1 | 3 | -1 | -0.1 | 0.9

Remaining list, next part
Under each structure: TEAD-YAP block	MITF inh	FBW7 activator	GPR151 activ
> CCC(C)(C)c1ccc(OCC(N)=O)c(C(C)(C)CC)c1
 : 5	-4	0.0	1.9
> CCOC(=O)CSCC(=O)Nc1ccc([N+](=O)[O-])cc1OC
 : -2	-3	0.0	-0.8
> O=C(Nc1cccc2ccccc12)NC(c1ccccc1)(c1ccccc1)c1ccccc1
 : -9	14	0.8	0.3
> CCOc1ccc(C(=O)C(=O)c2ccc(OCC)cc2)cc1
 : 0	8	-0.4	0.2
> Cc1cc(-c2cn[nH]c2C2CCN(C(=O)c3ccncc3)CC2)on1
 : 5	-10	0.0	0.4
> FC(F)(F)c1cccc(CNc2ncnc3nc(Nc4cnccn4)[nH]c23)c1
 : 1	4	0.0	0.9
> CC1CCCN(CCCN(Cc2ccco2)C(=S)Nc2ccc(Cl)cc2)C1 (stereo not given)
 : 0	0	-0.1	1.1
> OCCNc1nc(-c2ccccc2Cl)nc2ccccc12
 : 5	2	-0.1	0.7
> Cn1c(=S)[nH]c2c(c1=O)C1(CCCCC1)Cc1ccccc1-2
 : -8	4	-0.1	-1.5
> Cc1nn(Cc2nc(-c3cccs3)no2)c(C)c1Br
 : -9	-8	0.2	-1.2
> Cc1c(C(=O)Nc2nnc(SCC(=O)Nc3nccs3)s2)cccc1[N+](=O)[O-]
 : -12	2	0.0	-0.8
> Cc1c(NC(=O)C(C)OC(=O)c2ccccc2O)c(=O)n(-c2ccccc2)n1C (stereo not given)
 : 24	-2	0.3	-0.3
> CCOC(=O)C1=C(C)N=c2s/c(=C\c3ccc(-c4ccc(OC)cc4[N+](=O)[O-])o3)c(=O)n2C1c1ccccc1 (stereo not given)
 : -19	5	-0.2	1.3
> CCc1nc2sc3c(N4CCCC4)ncnc3c2c2c1COC(C)(C)C2
 : -10	-6	-0.2	-1.1
> COc1cc(NS(=O)(=O)c2ccc(C)cc2)ccc1-n1cnnn1
 : -14	-4	0.1	1.8
> Cc1cc(C)cc(NC(=O)C(=O)NC(C)c2ccccc2)c1 (stereo not given)
 : 4	8	0.1	0.0
> c1ccc2c(-c3cc(Nc4ccc(N5CCOCC5)cc4)ncn3)csc2c1
 : -20	27	0.1	-1.9
> COc1ccc(C(=O)C(C#N)c2nc3ccccc3[nH]2)cc1[N+](=O)[O-] (stereo not given)
 : 13	-1	-0.1	-1.2
> CC(C)C12CN3CC(C(C)C)(CN(C1)C3c1ccc(N(C)C)cc1)C2=O (stereo not given)
 : 3	3	-0.1	-1.1
> Cc1ccc(C(=O)N/N=C\c2ccc(-c3ccc([N+](=O)[O-])cc3)o2)cn1
 : 5	1	-0.3	-1.2

Part of the list above in order of SMILES length, low to high:
Under each structure: TEAD-YAP block	MITF inh	FBW7 activator	GPR151 activ
> COc1cc(NS(=O)(=O)c2ccc(C)cc2)ccc1-n1cnnn1
 : -14	-4	0.1	1.8
> CC(C)C12CN3CC(C(C)C)(CN(C1)C3c1ccc(N(C)C)cc1)C2=O (stereo not given)
 : 3	3	-0.1	-1.1
> Cc1ccc(C(=O)N/N=C\c2ccc(-c3ccc([N+](=O)[O-])cc3)o2)cn1
 : 5	1	-0.3	-1.2

Going on with the list.
Under each structure: TEAD-YAP block	MITF inh	FBW7 activator	GPR151 activ
> Cc1ccc(CC2(CCC(=O)N3CCC(OCc4ccccc4)CC3)CCC(=O)N2)cc1 (stereo not given)
 : 0	18	0.6	0.2
> COC(=O)c1c(NC(=O)c2ccccc2F)sc2c1C(C(=O)OC)CC2 (stereo not given)
 : 7	17	-0.1	-1.4
> CC(C)Sc1nnc2nc3c(nn12)c1ccccc1n3C
 : 12	11	0.7	-0.5
> COC(=O)NC(Nc1cc(C(F)(F)F)ccc1Cl)C(=O)c1ccccc1 (stereo not given)
 : 6	9	0.4	0.2
> CC(C)N1C(=O)C(O)(CC(=O)c2ccc3ccccc3c2)c2ccccc21 (stereo not given)
 : 2	6	-0.1	6.2*
> COc1cccc(S(=O)(=O)N2CCc3nc(C)nc(N4CCCCC4)c3C2)c1
 : 3	-1	0.1	2.0
> COc1ccc(C2CC(c3cc(OC)c(OC)c(OC)c3)n3ncnc3N2)cc1 (stereo not given)
 : 19	9	0.4	-0.6
> CCOC(=O)c1c(C(C)(C)C)oc2ccc(OS(C)(=O)=O)cc12
 : -13	-12	0.1	-1.5
> Cc1nc(N2CCOCC2)c2c(C)c(C(=O)N3CCN(c4ccccn4)CC3)sc2n1
 : 16	1	-0.1	-0.3
> CCCNc1ccc2ncc(-c3cccc(CO)c3)n2n1
 : 26	4	-0.2	-0.3
> CCC(C(=O)N1CCC(N2CCCCC2)CC1)n1nc(C)n2c(cc3occc32)c1=O (stereo not given)
 : 5	1	0.0	1.2
> COc1cccc(CN2CCN(Cc3cccc4nccnc34)[C@@H](C)C2)c1
 : 7	16	0.1	-1.0
> O=C1NC2=C(C(=O)N(CCN3CCCCC3)C2)C(c2cccc(F)c2)N1 (stereo not given)
 : -2	-16	-0.1	-1.5
> O=C(O)c1ccc(NC2=C/C(=N/S(=O)(=O)c3ccccc3)c3ccccc3C2=O)cc1
 : 0	9	-0.1	-3.0
> O=C(COc1ccccc1)NS(=O)(=O)c1ccc(Cl)cc1
 : -5	-5	-0.1	1.3
> O=C1Oc2ccccc2C(=O)/C1=C/c1cccc2ccc(O)cc12
 : -3	9	0.2	-0.9
> CCOc1ccc(NC(=O)c2c(NC(=O)CCC(=O)O)sc3c2CCC3)cc1
 : -10	-5	-0.1	-0.3
> COc1ccc(CN(C(=O)c2ccco2)c2ccccc2C(=O)O)cc1
 : -2	-5	-0.1	0.8
> Cn1c(=O)c2c(nc(N3CCCCCC3)n2CCSc2ncccn2)n(C)c1=O
 : 0	6	0.2	0.8
> O=C1Nc2c(c(=O)oc3ccccc23)C(c2cccc([N+](=O)[O-])c2)N1 (stereo not given)
 : 7	12	0.4	-1.7
> Cc1ccc2c(c1)sc(=NC(=O)c1ccc(S(=O)(=O)N3CCCc4ccccc43)cc1)n2C
 : 2	2	0.1	-0.8
> OC(CN1CCOCC1)c1ccc2cc[nH]c2c1 (stereo not given)
 : -14	9	0.3	-0.3
> Cc1ccc(CNCc2c(C(=O)O)n(C)c3ccccc23)cc1
 : 4	2	0.0	-1.1
> COc1ccccc1NC(=O)N1CCN(c2ccc(Nc3ccccn3)nn2)CC1
 : -3	28	-1.2	-0.1
> CCCCNC(=O)C(=O)NCC1OCCCN1S(=O)(=O)c1ccc(OC)cc1 (stereo not given)
 : 13	11	0.5	3.0
> COCCNc1nccn2c(-c3cccc(NC(C)=O)c3)cnc12
 : 8	-1	0.3	1.3
> O=C(CN1C(=O)C(=O)N(C2CCCC2)C1=O)Nc1ccc(F)c([N+](=O)[O-])c1
 : 4	-3	0.0	1.3
> CCn1c(C)[n+](CC(O)COc2cccc(OC)c2)c2ccccc21 (stereo not given)
 : 0	9	0.0	0.8
> CCOC(=O)NCCCCNC(=O)c1c(O)c2ccccc2oc1=O
 : 3	-9	-0.3	-0.4
